Screening results: PubChem BioAssay, Sanford-Burnham Center for Chemical Genomics
SENP7 block – SENP7 protease inhibition; Q9BQF6; recombinant SENP7, Z-RLRGG-aminoluciferin luminescence, 40 min; inhibition, % at 5 µM; hit rate 1.5% among 330,000; AID 434973;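 active means inhibition above about 50% at the single test dose, limit read from the data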;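 further: plate controls were DMSO with enzyme for no effect and no enzyme buffer wells for full effect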
Target sequence (Q9BQF6 706-1050 limits assumed): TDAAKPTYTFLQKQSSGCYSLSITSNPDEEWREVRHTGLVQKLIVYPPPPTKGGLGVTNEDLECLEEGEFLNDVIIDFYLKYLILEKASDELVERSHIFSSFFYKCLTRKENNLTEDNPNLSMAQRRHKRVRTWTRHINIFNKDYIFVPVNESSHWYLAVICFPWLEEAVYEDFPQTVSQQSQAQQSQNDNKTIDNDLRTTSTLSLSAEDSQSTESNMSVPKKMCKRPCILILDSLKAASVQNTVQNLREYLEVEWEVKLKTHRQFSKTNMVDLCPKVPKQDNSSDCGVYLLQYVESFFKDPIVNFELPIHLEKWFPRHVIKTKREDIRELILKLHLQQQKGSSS
697 NFkB inh – inhibitors of the PMA/ionomycin-induced NF-kB reporter in 697 B cells. inhibition, % at 4 µM. AID 435022. 697 B-cell NF-kB luciferase reporter, 16 h. hit rate 0.33% among 330,000; in the data active means inhibition above about 35%
HKDC1 inhibitor – blocks human hexokinase HKDC1 activity; Q2TB90; recombinant HKDC1, G6PDH/diaphorase resazurin coupled fluorescence; inhibition, % at 20 µM; hit rate 0.16% among 340,000;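 active means inhibition above about 35% when tested at 20 µM, limit read from the data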;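 further: plate controls were DMSO wells with enzyme for no effect and DMSO wells lacking enzyme for full effect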
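Material – in-house recombinant HK5 (HKDC1) enzyme · Quantity – HKDC1 at 5 µg/mL · Buffer or medium – pH 8.0 Tris buffer with 10 mM MgCl2 · Reagent – glucose with 1 mM ATP · Dosing – single 20 µM dose · Times – reaction time 90 min, room temperature, protected from light · Technique – resorufin fluorescence at 613 nm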
Gli-Sufu antag – Gli-Sufu pathway antagonism | inhibition, % at 5 µM | Sufu-KO-LIGHT fibroblasts, Gli luciferase reporter luminescence | hit rate 0.74% among 340,000;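 active means inhibition above about 55%, limit read from the data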;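 further: 0% = DMSO-treated cells and 100% = wells with medium but no cells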
Jurkat NFkB inh – inhibitors of the PMA/ionomycin-induced NF-kB reporter in Jurkat cells | PMA/ionomycin-induced NF-kB luciferase reporter, luminescence | inhibition, % at 4 µM | hit rate 0.53% among 330,000
SENP8 inh – blocks the human protease SENP8; Q96LD8; purified SENP8, Z-RLRGG-aminoluciferin cleavage, luminescence; inhibition, % at 10 µM; hit rate 1.2% among 330,000; AID 2540
Target sequence (Q96LD8 whole entry, looked up): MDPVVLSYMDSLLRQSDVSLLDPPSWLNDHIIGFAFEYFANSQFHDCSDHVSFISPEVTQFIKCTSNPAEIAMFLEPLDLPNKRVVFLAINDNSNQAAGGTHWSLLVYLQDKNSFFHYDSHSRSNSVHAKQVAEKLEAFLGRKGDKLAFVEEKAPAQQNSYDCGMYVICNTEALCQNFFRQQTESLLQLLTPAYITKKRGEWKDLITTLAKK
Apaf-1 inh – inhibitors of human Apaf-1 apoptosome; O14727; reconstituted apoptosome caspase-3 activity, DEVD-Rh110 fluorescence; inhibition, % at 20 µM; hit rate 0.71% among 330,000; active means inhibition of at least 40% at 20 µM;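 further: plate controls were DMSO wells for no effect and DEVD-CHO caspase inhibitor wells for full effect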
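Assay system – apoptosome proteins · Medium – Hepes buffer, pH 7.5 · Also added – cytochrome c with DEVD-Rh110 · Timing – 30 min compound preincubation, 50 min activation, room temperature · Detection – Rh110 fluorescence, excitation 480 nm, emission 540 nm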
UBC13 polyUb – human UBC13 polyubiquitination inhibition. UBC13 polyubiquitin chain formation, TR-FRET. inhibition, % at 20 µM. AID 485273. hit rate 0.47% among 330,000; in the data active means inhibition above about 45%, passing the limit was not always enough
Target sequence (P61088 whole entry, looked up): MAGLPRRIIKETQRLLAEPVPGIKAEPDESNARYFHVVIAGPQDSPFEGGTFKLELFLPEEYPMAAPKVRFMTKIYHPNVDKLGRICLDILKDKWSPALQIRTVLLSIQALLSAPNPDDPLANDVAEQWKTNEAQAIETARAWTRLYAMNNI
Starred values were filed as active, the others as inactive; / = not tested or not shown. Unless noted, no stated cut-off is given here; in the data, active means inhibition above about 50%; inactive means the rest. Rows were taken by chance, and some 3.6% of all compounds hit somewhere here.

no.	Molecule	SENP7 block	697 NFkB inh	HKDC1 inhibitor	Gli-Sufu antag	Jurkat NFkB inh	SENP8 inh	Apaf-1 inh	UBC13 polyUb
1	COCCNC(=O)c1cc(-c2ccc3c(c2)OCO3)on1	26.8	-57.6	1.7	-63.7	-76.9	-0.9	4.8	-4.4
2	CC1CCN(CCCCOc2ccc([N+](=O)[O-])cc2)CC1	1.4	-15.8	-12.6	10.3	-0.9	3.5	-2.9	-8.7
3	Cc1ccc(S(=O)(=O)CCC(=O)OCC(=O)N(C)CC(=O)Nc2ccc(F)cc2)cc1	-0.2	6.7	-0.7	-6.0	2.3	8.5	4.0	-0.5
4	O=C1/C(=C/c2ccco2)CCC1C1CCCC1 (configuration not stated)	73.4*	8.1	-0.5	-21.2	-2.9	77.5*	-17.8	21.8
5	O=C(c1ccc(F)cc1)N1CCCC(N2CCN(Cc3ccc4c(c3)OCO4)CC2)C1 (configuration not stated)	2.8	8.9	-0.4	33.1	-7.0	-2.9	-8.3	7.8
6	OCCNC(=S)NC1CCCCC1	3.2	4.3	-0.9	8.3	-6.4	3.7	-1.1	5.7
7	CCOC(=O)c1ccc(NC(=O)c2nc[nH]c2C(=O)N2CCc3ccccc3C2)cc1	-10.1	-22.5	-4.8	-22.7	5.1	-6.9	21.1	-9.3
8	COc1ccc2oc(C(=O)OCC(=O)N(CCC#N)c3ccccc3)c(C)c2c1	-4.8	-1.4	-2.0	7.6	0.4	-11.0	9.6	8.2
9	Fc1ccc2nc(-c3ccccc3)nc(SCc3nnc(-c4ccccc4)o3)c2c1	1.5	-6.8	-0.6	14.3	-1.8	9.5	7.2	42.9
10	CCOc1ccc(OCC)c(NS(=O)(=O)c2cn(C)cn2)c1	-0.4	-25.9	-5.8	-17.3	6.7	-0.2	9.1	-4.5
11	CCOc1ccc(NC(=O)NNC(=O)c2ccc(Cl)cc2Cl)cc1	-9.0	6.1	-12.5	-4.1	1.3	-12.4	4.0	-2.6
12	C/C(=N\Nc1cccc([N+](=O)[O-])c1)c1cc(F)ccc1O	-7.4	-94.6	-3.8	-22.3	-57.0	-11.6	-1.5	-10.1
13	CC1(S(=O)(=O)O)CC(=O)c2ccccc2C1=O (configuration not stated)	-10.2	-34.1	-1.6	14.0	-5.4	1.4	29.0	-14.7
14	Cc1ccc(NC(=O)c2ccc(NS(=O)(=O)c3ccc4[nH]c(=O)[nH]c4c3)cc2)nc1	12.2	-18.0	-2.8	3.7	-6.9	-5.3	-5.9	-8.3
15	COc1ccc(NC(=O)NC(C)C2CC3CCC2C3)cc1 (configuration not stated)	4.7	-5.7	-3.1	-2.7	-1.1	4.0	8.6	8.4

Next compounds follow:
no.	Molecule	SENP7 block	697 NFkB inh	HKDC1 inhibitor	Gli-Sufu antag	Jurkat NFkB inh	SENP8 inh	Apaf-1 inh	UBC13 polyUb
16	CCOc1cc(/C=N/NC(=O)c2nnn(-c3nonc3N)c2C)ccc1OCc1cccc(F)c1	-3.7	24.1	-6.3	2.9	0.8	-2.7	-6.8	-5.2
17	CCCC1(CCC)NC(=O)N(CC(=O)N2CCN(C(=O)c3ccco3)CC2)C1=O	-0.6	-2.2	-6.6	-9.5	-7.2	-3.6	0.9	-15.5
18	Cc1cc(=O)oc2cc(NC(=O)c3cc([N+](=O)[O-])ccc3N3CCOCC3)ccc12	-6.6	-20.3	3.2	3.6	-8.6	-6.3	8.5	-21.2
19	CCCCC1=CC2=CC(=O)C(C)(O)C(=O)C2=CO1 (configuration not stated)	2.2	19.6	/	/	2.7	5.2	15.9	-79.7
20	Cc1ccc(CN(C(=O)CNC(=O)c2cccs2)C(C(=O)NCC2CCCO2)c2ccccc2)cc1 (configuration not stated)	-15.0	9.6	9.6	4.7	-13.5	-12.5	-9.3	0.0
21	N#CCC(=O)N/N=C\c1cccc(OC/C=C/c2ccccc2)c1	-7.4	-59.2	-2.8	-147.5	-55.7	-1.8	31.9	-0.6
22	CCCCS(=O)(=O)N1CCCC(C(=O)Oc2ccccc2OC)C1 (configuration not stated)	1.9	7.7	-0.3	27.1	-14.6	13.1	6.1	-2.0
23	COc1ccccc1N1CCN(/N=C/c2cccc(Cl)c2)CC1	-12.3	-113.1	-3.1	-32.3	-72.6	-20.0	1.6	4.0
24	O=C(NCc1ccc2c(c1)OCO2)c1nnc(Cc2ccc(Cl)cc2)o1	1.4	8.5	-2.3	-5.7	16.2	-0.2	-4.1	3.6
25	c1nnc2c3c4c(sc3ncn12)CCC4	8.0	1.5	4.4	-4.6	3.0	-3.7	5.8	-0.2
26	COc1cc(C)nc(OCCNC(=O)COc2ccc(Cl)cc2C)n1	6.3	13.6	2.9	6.6	-11.6	0.5	0.1	2.2
27	CCCn1c(N)c(C(=O)COC(=O)c2c(C)noc2C)c(=O)n(C)c1=O	-5.1	5.7	-0.1	-2.9	9.6	-1.9	-1.6	-7.1
28	Cc1ccc(NC(=O)CS(=O)(=O)c2cn(C)c3ccccc23)c(C)c1	-7.8	-2.9	1.1	/	-6.4	-1.4	6.7	5.6
29	COc1cc2c(c(O)c1OC)-c1c(cc(OC)c(OC)c1O)[C@@H](OC(=O)c1ccccc1)[C@@](C)(O)[C@@H](C)[C@@H]2OC(C)=O	-3.0	17.7	/	/	8.6	-3.3	-0.8	9.7
30	COc1ccc(CCNS(=O)(=O)c2cccc(C(=O)O)c2)cc1OC	7.5	1.1	-5.8	-1.5	-5.1	1.9	-4.4	-5.4

Going on with the list:
no.	Molecule	SENP7 block	697 NFkB inh	HKDC1 inhibitor	Gli-Sufu antag	Jurkat NFkB inh	SENP8 inh	Apaf-1 inh	UBC13 polyUb
31	O=C(N/N=C\c1cc(Br)c(Br)o1)C1COc2ccccc2O1 (configuration not stated)	-8.0	-13.8	1.1	-4.8	4.6	-7.2	7.0	-9.1
32	O=C(O)c1cccc2c(-c3ccccc3)c(-c3ccccc3)[nH]c12	3.0	-2.3	0.7	0.6	6.9	5.4	-12.5	19.8
33	COc1ccc2c(Cl)c(C(=O)NCCc3ccc(S(N)(=O)=O)cc3)sc2c1	-3.0	17.7	0.8	15.5	-0.2	19.9	2.6	-0.8
34	O=C(NCc1ccccc1)c1cccc2c1C(=O)c1ccc(/C=C/c3ccccc3)cc1S2(=O)=O	-9.7	10.6	-5.6	-7.0	4.2	-9.9	12.8	-21.2
35	Cc1ccc(NC(=O)CN2C(=O)NC3(CCCc4ccccc43)C2=O)c(Cl)c1 (configuration not stated)	-2.9	10.0	11.4	-6.5	8.5	-1.7	2.6	15.3
36	CSCC[C@H](Nc1ncnc2sc(C)c(C)c12)C(=O)O	-5.0	-8.8	2.0	16.2	0.1	1.4	-11.6	0.0
37	Cc1cccc(NC(=O)CSCC(=O)Nc2cccc(S(=O)(=O)N3CCCCCC3)c2)c1	-0.1	0.4	2.4	2.1	-1.6	-3.1	18.7	3.0
38	Cc1cccc(/C(N)=N/OC(=O)c2ccccc2Cl)c1	98.2*	-166.6	7.9	/	-161.8	94.7*	11.3	2.7
39	O=C(COC(=O)CCc1nc2ccccc2n1-c1ccccc1)Nc1ccc(N2CCCCC2)cc1	4.4	6.3	-11.8	-13.7	-2.6	0.9	25.4	9.7
40	O=C(CC1C(=O)NCCN1Cc1ccc(-c2ccccc2)cc1)NCCOc1cccnc1 (configuration not stated)	7.2	-1.1	-9.9	-6.7	11.3	-2.7	7.8	-2.3
41	Cc1ccc2[nH]nc(C(=O)N3CCCC(C(=O)c4ccc(Cl)cc4)C3)c2c1 (configuration not stated)	-9.6	-2.3	-4.7	1.6	9.0	-8.9	21.3	-8.3
42	NC(=O)c1ccc(NC(=O)COC(=O)CCN=C2NS(=O)(=O)c3ccccc32)cc1	6.6	-2.9	-5.5	4.1	-7.9	-2.2	-5.8	6.9
43	O=C(NCC1CCCO1)Nc1ccc2c(c1)OCO2 (configuration not stated)	16.9	-1.3	-8.1	-20.8	0.3	-5.8	-12.1	1.1
44	Cc1cc(C)n(-c2ccc(C(=O)OCC(=O)Nc3ccc(S(N)(=O)=O)cc3)cc2)n1	-4.2	-2.1	-5.2	10.5	-6.4	-14.5	10.4	-14.5
45	Cc1ccc(-n2ncc3c(=O)[nH]c(SCC(=O)NCC4CCCO4)nc32)cc1 (configuration not stated)	-11.7	-4.3	-1.6	1.2	-4.5	-10.9	-2.8	-5.2

4 structures already listed, sorted by SMILES length, low to high:
no.	Molecule	SENP7 block	697 NFkB inh	HKDC1 inhibitor	Gli-Sufu antag	Jurkat NFkB inh	SENP8 inh	Apaf-1 inh	UBC13 polyUb
43	O=C(NCC1CCCO1)Nc1ccc2c(c1)OCO2 (configuration not stated)	16.9	-1.3	-8.1	-20.8	0.3	-5.8	-12.1	1.1
12	C/C(=N\Nc1cccc([N+](=O)[O-])c1)c1cc(F)ccc1O	-7.4	-94.6	-3.8	-22.3	-57.0	-11.6	-1.5	-10.1
3	Cc1ccc(S(=O)(=O)CCC(=O)OCC(=O)N(C)CC(=O)Nc2ccc(F)cc2)cc1	-0.2	6.7	-0.7	-6.0	2.3	8.5	4.0	-0.5
29	COc1cc2c(c(O)c1OC)-c1c(cc(OC)c(OC)c1O)[C@@H](OC(=O)c1ccccc1)[C@@](C)(O)[C@@H](C)[C@@H]2OC(C)=O	-3.0	17.7	/	/	8.6	-3.3	-0.8	9.7

3 compounds out of the list above, sorted by the number in SENP7 block, rising.
entry | mol | SENP7 block
34 | O=C(NCc1ccccc1)c1cccc2c1C(=O)c1ccc(/C=C/c3ccccc3)cc1S2(=O)=O | -9.7
35 | Cc1ccc(NC(=O)CN2C(=O)NC3(CCCc4ccccc43)C2=O)c(Cl)c1 (configuration not stated) | -2.9
37 | Cc1cccc(NC(=O)CSCC(=O)Nc2cccc(S(=O)(=O)N3CCCCCC3)c2)c1 | -0.1

The listing continues.
no.	Molecule	SENP7 block	697 NFkB inh	HKDC1 inhibitor	Gli-Sufu antag	Jurkat NFkB inh	SENP8 inh	Apaf-1 inh	UBC13 polyUb
46	O=c1cc(CNc2cc(Cl)ccc2Cl)nc2sccn12	4.8	-2.6	-3.5	-15.7	-5.9	-7.5	-9.3	6.6
47	O=C1C2CCCN2C(c2cccc(Br)c2)N1c1ccc(F)cc1 (configuration not stated)	-9.2	-0.3	-4.9	-0.6	-9.1	-8.1	2.5	-1.5
48	Clc1ccc(OCc2nnnn2-c2ccccc2)cc1	-1.8	-19.0	-1.4	-19.7	-5.6	-12.2	14.8	-2.9
49	CCOc1nc(Nc2ccc(OC)cc2)nc(OCC)n1	0.7	4.6	1.5	-9.1	-1.7	-8.1	3.6	0.2
50	c1ccc(-n2ncc3c(NCc4ccc5c(c4)OCO5)ncnc32)cc1	3.1	-13.7	3.1	-9.3	-10.5	-12.6	4.4	-10.2
51	CCCCNC(=O)CCC(=O)NNc1nc2ccccc2c2nc(C)nn12	3.3	-3.6	-1.7	-5.8	10.4	2.9	-3.9	4.5
52	COc1ccccc1OCCn1cc(C#N)c2ccccc21	-3.8	3.5	2.0	-11.6	-1.4	-11.0	14.2	5.8
53	O=C(O)CC(c1cccc(O)c1)N1Cc2ccccc2C1=O (configuration not stated)	-3.4	8.0	-3.9	-0.1	8.9	0.5	-1.0	3.1
54	CC1=NN(C(C#N)c2c(C)nn(Cc3ccccc3)c2C)C(C)(C)C1 (configuration not stated)	8.6	-5.7	-10.7	0.5	1.9	-5.6	5.2	-0.3
55	CN(CC(=O)Nc1cccc(F)c1)C(=O)c1ccc(N2CCCC2)c([N+](=O)[O-])c1	1.3	7.3	1.2	14.3	-21.8	4.0	14.2	-19.9
